GLS inhibitor = qHTS for Inhibitors of Glutaminase (GLS). 0.21% of 410,000 active. GLS enzymatic activity, qHTS titration. Potency, µM (top dose mostly 45.5 µM), for inactives: top-dose activity change, negative = inhibition, most hits filed as inhibitors; also: % is scaled to controls: 0 for no effect and ±100 for the full control effect
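Compounds were pin-transferred onto hKGA, after which L-glutamine (1 mM solution) and a detection mix of glutamate oxidase, HRP and Amplex Red were added. Initial and 30 min RT fluorescence reads were collected.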
HP1b chromo inh = HTS for Inhibitors of HP1-beta Chromodomain Interactions with Methylated Histone Tails; AlphaScreen HP1-beta / biotin-H3K9me3 peptide binding; Potency, µM (series often up to 114 µM), for inactives: top-dose activity change, negative = inhibition, hits mostly inhibitors; 0.56% of 390,000 active; AID 540317, 2011; also: nearly all actives have a fitted effect of over 70% in size; inactives centre near 23
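AlphaScreen: HP1-beta (50 nM) preformed 30 min with biotin-H3(1-18)K9me3 peptide (50 nM) in PBS pH 7.4, 0.01% Tween-20. Compound added for 30 min at RT, then streptavidin donor/nickel chelate acceptor beads (10 ug/mL) for 30 min.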
Pol iota inh = qHTS for Inhibitors of Polymerase Iota; DNA polymerase iota (Homo sapiens), Q9UNA4; Pol iota fluorescent replication assay, 10 min; Potency, µM (doses to about 115 µM), without a hit: at the top dose activity, negative = inhibition, hits mostly inhibitors; 1% of 390,000 active; AID 588590, 2011
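Pol iota at 10 nM preincubated 15 min with compounds at room temperature; reaction started with fluorescent substrate, 50 nM final. Fluorescence read kinetically at 0 and 10 min; buffer-only wells as negative control.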
BLM helicase inh = qHTS Assay for Inhibitors of Bloom's syndrome helicase (BLM) | RecQ-like DNA helicase BLM (Homo sapiens), P54132 | recombinant BLM DNA unwinding, fluorescence dequenching | Potency, µM (series often up to 56.1 µM), inactives show at the highest dose activity change, negative = inhibition, usual class: inhibitors | 0.2% of 350,000 active;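 also: plate controls were vehicle for no effect and no enzyme for full effect; nearly all actives have a fitted effect of over 35% in size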
BAZ2B block = qHTS Assay for Inhibitors of BAZ2B | Bromodomain adjacent to zinc finger domain protein 2B (Homo sapiens), Q9UIF8 | AlphaScreen BAZ2B-H3K14Ac peptide displacement | Potency, µM (top dose mostly 114 µM), for inactives: at the top dose activity change, negative = inhibition, actives largely listed as inhibitors | 4.4% of 360,000 active; also: % is scaled to controls: 0 for no effect and ±100 for the full control effect; nearly all actives have a fitted effect of over 60% in size
Target sequence (Q9UIF8 whole entry, looked up, the tested form may be a part): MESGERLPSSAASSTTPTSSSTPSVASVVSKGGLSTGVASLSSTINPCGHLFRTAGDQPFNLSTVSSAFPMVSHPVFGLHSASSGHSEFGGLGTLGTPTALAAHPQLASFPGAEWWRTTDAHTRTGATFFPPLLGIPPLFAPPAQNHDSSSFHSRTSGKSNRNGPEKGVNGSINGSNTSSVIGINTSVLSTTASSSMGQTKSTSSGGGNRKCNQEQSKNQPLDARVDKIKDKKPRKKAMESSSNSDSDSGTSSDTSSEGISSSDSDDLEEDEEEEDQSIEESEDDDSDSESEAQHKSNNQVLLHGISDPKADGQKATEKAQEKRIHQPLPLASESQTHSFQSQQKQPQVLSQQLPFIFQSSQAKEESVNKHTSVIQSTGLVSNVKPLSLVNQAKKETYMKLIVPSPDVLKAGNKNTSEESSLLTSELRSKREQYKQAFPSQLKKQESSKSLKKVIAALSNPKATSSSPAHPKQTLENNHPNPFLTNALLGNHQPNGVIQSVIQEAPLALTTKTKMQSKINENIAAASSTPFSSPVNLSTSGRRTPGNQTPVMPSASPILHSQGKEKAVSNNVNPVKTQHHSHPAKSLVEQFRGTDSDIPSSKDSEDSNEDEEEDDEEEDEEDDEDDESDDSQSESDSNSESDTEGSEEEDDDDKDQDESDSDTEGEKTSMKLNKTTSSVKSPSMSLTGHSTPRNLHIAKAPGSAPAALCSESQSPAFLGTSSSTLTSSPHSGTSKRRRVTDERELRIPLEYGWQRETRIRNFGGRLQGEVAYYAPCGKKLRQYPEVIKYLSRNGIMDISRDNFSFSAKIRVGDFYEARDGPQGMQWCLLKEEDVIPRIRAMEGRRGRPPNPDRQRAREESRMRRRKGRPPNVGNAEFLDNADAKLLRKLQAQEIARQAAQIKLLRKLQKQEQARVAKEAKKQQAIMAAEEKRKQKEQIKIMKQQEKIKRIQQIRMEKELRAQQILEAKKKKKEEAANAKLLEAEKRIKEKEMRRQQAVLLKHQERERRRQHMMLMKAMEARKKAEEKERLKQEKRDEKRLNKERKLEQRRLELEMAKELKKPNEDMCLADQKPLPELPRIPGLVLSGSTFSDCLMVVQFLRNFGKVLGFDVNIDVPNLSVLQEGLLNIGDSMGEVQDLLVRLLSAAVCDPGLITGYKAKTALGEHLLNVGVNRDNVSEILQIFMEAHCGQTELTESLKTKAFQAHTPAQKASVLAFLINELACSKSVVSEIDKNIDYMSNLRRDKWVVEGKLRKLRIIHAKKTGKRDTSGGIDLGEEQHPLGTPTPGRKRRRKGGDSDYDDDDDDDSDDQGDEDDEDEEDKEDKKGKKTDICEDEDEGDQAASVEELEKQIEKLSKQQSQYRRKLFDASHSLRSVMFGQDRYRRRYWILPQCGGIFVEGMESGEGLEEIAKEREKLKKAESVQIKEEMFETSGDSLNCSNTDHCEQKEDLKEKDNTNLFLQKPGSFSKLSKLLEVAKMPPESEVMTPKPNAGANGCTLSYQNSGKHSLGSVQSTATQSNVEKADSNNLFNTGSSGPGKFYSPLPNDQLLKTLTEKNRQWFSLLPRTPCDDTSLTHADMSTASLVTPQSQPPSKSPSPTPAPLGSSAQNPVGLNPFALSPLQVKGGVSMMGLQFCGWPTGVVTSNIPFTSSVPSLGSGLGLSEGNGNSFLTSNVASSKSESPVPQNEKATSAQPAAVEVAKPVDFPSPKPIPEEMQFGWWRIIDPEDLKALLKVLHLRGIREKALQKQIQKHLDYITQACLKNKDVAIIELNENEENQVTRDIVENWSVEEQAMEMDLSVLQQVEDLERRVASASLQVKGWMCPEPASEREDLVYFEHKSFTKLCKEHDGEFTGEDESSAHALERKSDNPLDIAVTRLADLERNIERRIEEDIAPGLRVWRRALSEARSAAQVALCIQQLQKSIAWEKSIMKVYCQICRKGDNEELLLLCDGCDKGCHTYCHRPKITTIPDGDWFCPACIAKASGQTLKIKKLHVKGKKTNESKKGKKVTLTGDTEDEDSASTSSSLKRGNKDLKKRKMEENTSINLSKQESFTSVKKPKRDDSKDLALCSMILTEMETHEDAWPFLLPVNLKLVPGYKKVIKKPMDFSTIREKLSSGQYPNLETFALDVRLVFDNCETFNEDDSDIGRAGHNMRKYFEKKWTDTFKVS
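In this displacement format the biotinylated H3(5-23) peptide acetylated at Lys14 serves as ligand at 50 nM, with BAZ2B at 50 nM in PBS pH 7.4 containing 0.01% Tween-20. Donor and acceptor beads are 10 ug/mL final.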
PGK inhibitor = qHTS Assay to Find Inhibitors of Phosphoglycerate Kinase; Phosphoglycerate kinase, glycosomal (Trypanosoma brucei brucei), P07378; PGK/GAPDH coupled, Kinase-Glo luminescence, 60 min; Potency, µM (titrated, usually from 57.5 µM), inactives show top-dose activity change, negative = inhibition, hits mostly inhibitors; 0.043% of 380,000 active; AID 602233, 2012; also: % is scaled to controls: 0 for no effect and ±100 for the full control effect; nearly all actives have a fitted effect of over 60% in size
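Luminescent ATP detection (Kinase-Glo Plus) follows a 60-minute room-temperature incubation, with wells lacking PGK as controls. Buffer: 100 mM TEA (pH 7.6), 5 mM MgCl2, 0.01% Tween-20. Coupling enzyme GAPDH (100 nM final) supplies unstable 1,3-BPG in-well.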
Pin1 inh = qHTS Assay to Find Inhibitors of Pin1; Peptidyl-prolyl cis-trans isomerase NIMA-interacting 1 (Homo sapiens), Q13526; Pin1 FP peptide displacement, HiFluor488, 10 min; Potency, µM (doses to about 115 µM), for inactives: top-dose activity, negative = inhibition, most hits filed as inhibitors; 0.009% of 390,000 active; AID 504891, 2011; active = well fitted inhibition curve with a large enough effect in the polarisation, with a control signal flat, not every such curve was filed as active; inconclusive = small, poorly fitted or top-dose-only effect, or effect the other way, or a change in a side signal; inactive = no such curve, though single readings can be large or run the other way; the % refers to the polarisation; also: % is scaled to controls: 0 for no effect and ±100 for the full control effect
G9a block = qHTS Assay for Inhibitors of Histone Lysine Methyltransferase G9a. AID 504332, 2011. G9a H3K9 monomethylation, AlphaScreen, 2 h. Histone-lysine N-methyltransferase EHMT2 (Homo sapiens), Q96KQ7. 8.8% of 350,000 active. Potency, µM (doses to about 102 µM), for inactives: at the top dose activity, negative = inhibition, usual class: inhibitors; also: % is scaled to controls: 0 for no effect and ±100 for the full control effect; nearly all actives have a fitted effect of over 75% in size
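AlphaScreen detection with an anti-monomethyl H3K9 antibody quantified product after a 2 h room-temperature reaction containing 500 nM biotinylated H3K9 peptide, 20 µM SAM and 20 nM enzyme, which had been preincubated 15 min with compound.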
JMJD2A Tudor = qHTS Assay for Inhibitors of JMJD2A-Tudor Domain. AlphaScreen JMJD2A-Tudor / H3K4me3 peptide binding. Potency, µM (titrated, usually from 114 µM), for the others: at the highest dose activity change, negative = inhibition, most hits filed as inhibitors. 4.4% of 390,000 active. Lysine-specific demethylase 4A (Homo sapiens), O75164; also: % is scaled to controls: 0 for no effect and ±100 for the full control effect; nearly all actives have a fitted effect of over 50% in size
Active calls of the source: *; i = inactive; ? = inconclusive; nt = no result given; [ ] = another dose, or the depositor's remark. Unless noted, calls follow the shape of the dose curve; as a rule, active = well fitted curve in the direction sought with a large enough effect; inconclusive = small, poorly fitted or top-dose-only effect, or another doubt; inactive = no such curve, though single readings can be large; an effect the other way counts as inactive or inconclusive. Potency is read from the fitted curve at half-maximal effect.

SMILES	GLS inhibitor	HP1b chromo inh	Pol iota inh	BLM helicase inh	BAZ2B block	PGK inhibitor	Pin1 inh	G9a block	JMJD2A Tudor
CCOC(=O)c1sc(=S)n(-c2ccc3c(c2)OCO3)c1N	-3.1%	?	-20.0%[58.9 µM]	-4.7%	?	-3.9%	-1.7%	0.5%[0.501 µM]	?
CCCCn1c(N)c(N(CC(C)C)C(=O)CSCC(=O)Nc2cccc(C)c2)c(=O)[nH]c1=O	0.4%	11.8%	30.6%[activator]	nt	-5.6%	-7.6%	-0.8%	-10.8%	-11.7%
CCN(CC(=O)Nc1ccc2c(c1)OCCO2)C(=O)C1CC(=O)N(c2ccc(OC)cc2OC)C1 (centres undefined)	-1.5%	21.6%	29.9%	nt	-5.2%	-10.8%	4.8%	3.5%[0.501 µM]	-11.0%
Cc1ccccc1C(=O)NCC(=O)OC(C)C(=O)NCc1ccco1 (centres undefined)	1.2%	13.8%	-16.4%	nt	-4.0%	-3.0%	12.1%	-8.5%	1.4%
Cc1ccc(-n2ncc3c(=O)n(CC(=O)NC4CCCCC4)cnc32)cc1C	4.5%	17.5%	-3.1%	-6.7%	nt	-8.8%[11.5 µM]	1.9%	21.1%[59 µM]	-5.4%
Cc1cc(OCC(O)CN(CCO)CCO)ccc1Cl (centres undefined)	20.7%	16.5%	4.1%	-3.2%	13.1%	i	-3.2%	-39.0%[59 µM]	-27.5%
O=C(O)CC/C(=N\Nc1ccc([N+](=O)[O-])cc1S(=O)(=O)N1CCOCC1)c1cccs1	?	39.2%[activator]	?	-7.1%	-11.0%	5.1%	32.0%[activator]	35.5µM*	-0.7%
CCc1c(C)nc2ncnn2c1N1CCCC(C(=O)Nc2ccc(NC(C)=O)cc2)C1 (centres undefined)	4.0%	1.2%	10.5%	-1.3%	-7.4%	-0.3%	-0.9%	1.9%	-4.1%
CCc1c(C)nc2c(-c3ccccc3OC)c(C)[nH]n2c1=O	-6.9%	23.1%	45.3%[activator]	-1.4%	-1.2%	-2.9%	-4.3%	nt	-12.4%
Oc1c(C(Nc2ccccn2)c2cccnc2)cc(Cl)c2cccnc12 (centres undefined)	9.7%	0.2%	40.2%[activator]	-6.9%	11.2µM*	4.9%	-1.4%	28.2µM*	39.8µM*
CC(=O)c1cnc(N(C)C)s1	1.4%	76.0%[activator]	-3.3%	-6.6%	29.5%	-10.4%	-0.3%	-12.3%[59 µM]	12.2%
Cc1ccc(C)c(Cn2c(=O)n(Cc3ccccc3)c(=O)c3c(C)c(C)sc32)c1	-1.2%	34.2%	31.4%[activator]	-4.4%	0.6%	nt	-10.1%	-1.9%[59 µM]	-6.8%
CCn1cc(C(=O)N2CCCc3ccccc32)c2cc(OC)c(OC)cc2c1=O	1.2%	33.1%	56.3%[activator]	-2.4%	3.5%	7.1%	3.2%	-7.0%[2.33 µM]	-9.6%
C[n+]1ccccc1C1CCCC/C1=N\NC(N)=S (centres undefined)	2.2%	?	?	0.1%	?	-6.8%	1.0%	15.8µM*	22.4µM*
CCCCn1c(Cl)nc2c1c(=O)n(C)c(=O)n2C	-2.1%	45.5%[activator]	-3.8%	0.7%	-2.1%	10.7%	4.9%	1.1%[12.7 µM]	20.8%
CN(Cc1cn(C)nc1-c1cccc(Cl)c1)C1CCOCC1	6.7%	33.8%	14.8%	-0.8%	-0.1%	9.2%	-3.3%	nt	4.4%
O=c1oc2ccccc2c2c1nc(C(F)(F)F)n2-c1ccccc1	12.1%	29.5%	-20.8%	-0.8%	4.6%	5.7%	4.7%	2.6%[12.7 µM]	3.5%
CC(C)C(=O)NN1c2ccccc2CCc2ccccc21	-3.8%	41.0%[activator]	12.7%	3.1%	-8.6%	-1.2%	-4.5%	nt	2.3%
CCn1c(-c2c[nH]c3ccccc23)n[nH]c1=S	-21.6%	-14.6%	-0.9%	-0.3%	1.2%	i[11.5 µM]	3.3%	1.26µM*	3.98µM*
Cn1c(Cc2cccs2)nnc1SCC(=O)Nc1ccc(F)cc1F	19.0%	4.7%	22.1%	nt	13.1%	1.5%	-0.2%	?	-11.1%
O=C(COc1ccc(-c2ccccc2)cc1)N1CCN(S(=O)(=O)Cc2ccccc2)CC1	2.6%	20.9%	16.2%	-5.7%	-0.4%	-5.0%	2.3%	15.1%[59 µM]	-9.0%
CCN(CC)CCNc1cc(C)c(C#N)c2nc3ccccc3n12	20.2%	73.5%[activator]	12.6%	13.9%	4.4%	i	7.4%	-20.2%	1.4%
Clc1ccc(-c2cnn3c(-c4ccncc4)ccnc23)cc1	0.3%	-0.7%	-6.6%	-3.9%	-24.9%	-3.0%	-6.2%	-31.0%	-33.8%
Cc1ncc(CO)c2c1Oc1nc(-c3ccccc3)nc(SCC(=O)N3CCOCC3)c1C2	15.6%	18.7%	?	-8.1%	-30.8%	-11.2%	4.2%	31.6µM*	-35.9%
CCN1CCN(c2ccc(NC(=O)c3cc(S(=O)(=O)N4CCCC4)ccc3Cl)cc2)CC1	59.8%[activator]	7.2%	0.6%	nt	-34.1%	i	31.0%[activator]	?	?
Brc1cccc(-c2cnc3n2CCCCC3)c1	9.2%	-15.6%	4.5%	2.5%	-9.6%	-0.9%	1.1%	44.7µM*	?
COc1ccc(-n2c(=O)c3sc4ccccc4c3n(CC(=O)Nc3cccc(C)c3)c2=O)cc1	0.7%	30.8%	10.2%	-5.6%	-6.4%	4.0%	39.0%[activator]	?	-7.9%
COc1ccc(-c2nsc(NC(=O)COc3ccccc3OC)n2)cc1	-3.0%	68.5%[activator]	31.1%[activator]	0.4%	3.0%	i	24.1%	13.7%[59 µM]	-11.3%
Cn1c(N)c(C(=O)COC(=O)C2CC(=O)N(Cc3ccccc3)C2)c(=O)n(C)c1=O (centres undefined)	-4.2%	35.0%	47.4%[activator]	3.6%	?	-16.2%	-7.7%	0.5%	-13.7%
Cc1nc(-c2ccncc2)sc1C(=O)Nc1ccc(Cl)cc1	-11.7%	33.3%	51.7%[activator]	-1.7%	-11.9%	-1.2%	0.4%	7.3%	-5.4%
COc1ccc(C2C3CCCCC3(O)CCN2C(=O)c2cccs2)cc1 (centres undefined)	6.1%	14.6%	-0.5%	-5.1%	-29.7%	i	0.8%	-50.1%[59 µM]	-18.1%
CC(=O)c1ccc(S(=O)(=O)Nc2cc3c(cc2C(C)=O)OCO3)cc1	3.6%	-0.6%	24.5%	-1.9%	-15.1%	i	?	-21.8%	-4.9%
CC(C)n1ncc2c(C(=O)NCCc3ccc(S(N)(=O)=O)cc3)cc(C3CC3)nc21	4.5%	23.6%	0.3%	nt	3.7%	-4.7%	2.1%	-50.3%	-9.7%
O=C(COC(=O)/C=C/c1ccc(Cl)cc1)NC1CC1	-11.2%	26.9%	6.2%	nt	nt	i	-1.9%	nt	-21.6%
Cc1cc(C)n2nc(S(=O)(=O)NC(C)(C)C)nc2n1	4.7%	2.5%	86.6%[activator]	1.0%	nt	-2.8%	-0.7%	-32.7%	-9.3%
CC(=O)Nc1ccc(NC(=O)CCn2nnc3ccccc32)cc1	?	?	45.4%[activator]	-7.8%	17.7%	1.2%	-0.8%	nt	?
O=C(N/N=C/c1cc2ccccc2nc1Cl)/C(=C/c1cccs1)NC(=O)c1ccccc1	-18.2%	9.5%	2.2%	?	?	-0.1%	12.3%	?	-23.5%
COc1ccccc1C1CCCN1Cc1nc(-c2ccc(C)s2)oc1C (centres undefined)	-14.9%	12.2%	53.1%[activator]	-3.2%	-29.3%	-3.1%	36.6%[activator]	?	-20.6%
Cc1cc(-c2ccc(C)c(S(=O)(=O)N3CCC(C)CC3)c2)on1	0.6%	94.5%[activator]	-28.7%	-12.5%	2.5%	8.4%	?	?	25.3%
CN(CCCN1CCOCC1)Cc1nc(-c2ccccc2)no1	-8.8%	44.5%[activator]	22.9%	-1.8%	1.5%	-7.5%	6.2%	5.6%	0.0%
COCCCNC(=O)c1ccc(N(C)S(C)(=O)=O)cc1	6.0%	35.0%[activator]	2.2%	-4.9%	11.9%	nt	-1.2%	21.3%[59 µM]	3.5%
Cc1cccc([C@H]2[C@@H]3C=CCC[C@@H]3C(=O)N2Cc2ccccc2)c1	-2.3%	77.9%[activator]	52.1%[activator]	-15.5%[75.6 µM]	nt	3.5%	?	-21.6%	9.4%
Cc1ccc(NC(=O)c2ccc(-c3ccccc3)s2)cc1	-10.2%	21.6%	19.1%	3.0%	-2.5%	-6.4%	-1.6%	3.5%[59 µM]	-7.0%

One compound at a time, as listed above:
O=C(N/N=C/c1cc2ccccc2nc1Cl)/C(=C/c1cccs1)NC(=O)c1ccccc1 is entered as GLS inhibitor: -18.2%; HP1b chromo inh: 9.5%; Pol iota inh: 2.2%; BLM helicase inh: ?; BAZ2B block: ?; PGK inhibitor: -0.1%; Pin1 inh: 12.3%; G9a block: ?; JMJD2A Tudor: -23.5%
CN(CCCN1CCOCC1)Cc1nc(-c2ccccc2)no1 is entered as GLS inhibitor: -8.8%; HP1b chromo inh: 44.5%[activator]; Pol iota inh: 22.9%; BLM helicase inh: -1.8%; BAZ2B block: 1.5%; PGK inhibitor: -7.5%; Pin1 inh: 6.2%; G9a block: 5.6%; JMJD2A Tudor: 0.0%

A portion of the library (hit frequency here may not be typical).
